ssDAF12 agonist – activates DAF-12 receptor from parasite S. stercoralis | HEK293 ssDAF-12/GRIP1 lit1-tk-luc reporter, luminescence; % of 3 µM dafachronic acid response | activation, % at 6.8 µM | 1% of 370,000 active;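 active = activation above the mean over all tested compounds plus 3 SD, cut at about 0.9% in these data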;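 also: 0% = DMSO-only wells and 100% = 3 µM delta7-dafachronic acid wells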
hgDAF12 agonist – agonists of H. glycines DAF-12 nuclear receptor; HEK293 GAL4-hgDAF12 UAS-luciferase reporter, agonist luminescence; normalized to butyrate control; 1.8% of 370,000 active; activation, % at 6.8 µM;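 active = activation above a cutoff set at the mean of all screened compounds plus 3 SD, cut at about 10% in these data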;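 also: 0% = DMSO wells and 100% = sodium butyrate wells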
SMARCA2 act – activators of SMARCA2 function; 1% of 370,000 active; MG213 cells, MMTV-luciferase reporter, dexamethasone, overnight; activation, % at 9.1 µM; in the data active = activation above about 7.8%;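 also: 0% = vehicle wells and 100% = reference activator wells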
GAA850 FXN act – activators of GAA850 frataxin (FXN) promoter. activation, % at 6 µM. 0.56% of 360,000 active. AID 540364. HEK293 lucGAA850 FXN promoter luciferase reporter, 24 h; percent of 10 µM SAHA response;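 active = activation above the average of all compounds screened plus 3 SD, cutoff fixed separately per campaign, cut at about 7.5% in these data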;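 also: 0% = DMSO wells and 100% = 10 µM SAHA wells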
DAX1 inh-1 – blocks DAX1 repression of SF-1 activated StAR promoter | HEK293T StAR-luciferase reporter, SF-1/DAX-1 repression relief | inhibition, % at 6.8 µM | 1.1% of 370,000 active | AID 652010;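 active = inhibition above the mean over all tested compounds plus 3 SD, cut at about 3.6% in these data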;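 also: 0% = DAX-1 cells with DMSO and 100% = cells lacking DAX-1 with DMSO; higher inhibition means more luminescence from relief of DAX-1 repression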
ADAM10 inh – inhibitors of human ADAM10 | inhibition, % at 7 µM | 0.62% of 370,000 active | recombinant ADAM10, EDANS/DABCYL FRET peptide cleavage, 3 h | O14672;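 active = inhibition above a per-campaign cutoff equal to the mean of compounds falling between control-based bounds plus 3 SD, cut at about 20% in these data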;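 also: 0% = DMSO wells while the 100% control is not disclosed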
Target sequence (O14672 214-748 limits assumed): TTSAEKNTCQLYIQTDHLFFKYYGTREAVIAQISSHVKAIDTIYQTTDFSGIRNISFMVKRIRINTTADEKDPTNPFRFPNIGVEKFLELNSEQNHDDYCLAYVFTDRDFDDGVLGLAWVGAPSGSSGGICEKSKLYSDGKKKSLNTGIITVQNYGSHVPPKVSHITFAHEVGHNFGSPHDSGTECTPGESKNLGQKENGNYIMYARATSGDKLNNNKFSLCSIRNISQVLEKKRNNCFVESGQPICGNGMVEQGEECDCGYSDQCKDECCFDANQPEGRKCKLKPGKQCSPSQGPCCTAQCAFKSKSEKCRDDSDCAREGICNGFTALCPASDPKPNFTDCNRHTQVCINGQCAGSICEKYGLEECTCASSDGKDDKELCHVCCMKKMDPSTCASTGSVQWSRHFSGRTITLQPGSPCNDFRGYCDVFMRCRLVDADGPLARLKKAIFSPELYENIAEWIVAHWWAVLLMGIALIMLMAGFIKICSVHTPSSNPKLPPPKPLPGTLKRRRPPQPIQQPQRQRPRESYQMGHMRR
NPR1 activator – GC-A (human) enzyme activation; HEK293 GC-A cells, cGMP TR-FRET, EC30 ANP; 0% at EC30 ANP, 100% saturating ANP; P16066; 0.14% of 370,000 active; AID 1671463; activation, % at 10 µM; in the data active = activation above about 40%
DAX1 inh-2 – inhibitors of human orphan nuclear receptor DAX1 (NR0B1); AID 504766; HEK293 Gal4-DAX1 luciferase reporter, luminescence; inhibition, % at 6.75 µM; 0.99% of 340,000 active; P51843;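 active = inhibition above the mean over all tested compounds plus 3 SD, cut at about 4.2% in these data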;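 also: 0% = DAX1-transfected cells with DMSO and 100% = empty-vector control cells with DMSO; inhibition shows as a rise in luminescence from relieved DAX1 repression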
sPLA2-III inh – Blocks human group III sPLA2 activity. QFRET BODIPY PC-A2 liposome hydrolysis, fluorescence. inhibition, % at 12.2 µM. 0.56% of 370,000 active. AID 743126;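 active = inhibition above mean plus 3 SD of compounds lying within the high and low control bounds, cut at about 19% in these data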;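 also: 0% = median of test compound wells and 100% = no enzyme DMSO wells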
Target sequence (Q9NZ20 whole entry, looked up): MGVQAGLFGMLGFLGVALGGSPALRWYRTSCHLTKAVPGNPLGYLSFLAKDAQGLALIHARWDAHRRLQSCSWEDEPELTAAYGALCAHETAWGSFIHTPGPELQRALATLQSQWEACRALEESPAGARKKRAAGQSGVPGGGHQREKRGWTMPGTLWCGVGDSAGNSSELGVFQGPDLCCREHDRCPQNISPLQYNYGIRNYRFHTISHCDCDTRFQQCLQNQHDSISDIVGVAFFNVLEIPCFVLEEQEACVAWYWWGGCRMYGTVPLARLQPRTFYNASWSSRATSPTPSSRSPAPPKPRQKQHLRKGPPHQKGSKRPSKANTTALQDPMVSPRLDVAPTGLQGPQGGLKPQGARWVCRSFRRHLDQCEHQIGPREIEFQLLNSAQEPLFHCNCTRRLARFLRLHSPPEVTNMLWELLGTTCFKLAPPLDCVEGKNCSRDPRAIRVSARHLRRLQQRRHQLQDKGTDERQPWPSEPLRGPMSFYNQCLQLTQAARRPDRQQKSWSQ
hcDAF-12 act – activators of H. contortus DAF-12 nuclear receptor; HEK293 hcDAF-12 lit1-tk-luc reporter, luminescence; 0% DMSO, 100% Δ7-dafachronic acid; activation, % at 6.8 µM; 1.4% of 370,000 active; AID 652067;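 active = activation above the mean of all tested compounds plus 3 SD, cut at about 5.5% in these data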;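 also: 100% = response to 3 µM Δ7-dafachronic acid high control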
GC-B act – GC-B (human) receptor activation; activation, % at 10 µM; AID 1920062; 0.11% of 370,000 active; HEK293-GC-B cells, CNP EC30, cGMP TR-FRET; 0% at EC30 CNP, 100% saturating CNP;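 active = activation at 10 µM reaching about 35% in either raw or pattern-adjusted values, limit read from the data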
Numbers without * were called inactive; nt = no result given.

SMILES | ssDAF12 agonist | hgDAF12 agonist | SMARCA2 act | GAA850 FXN act | DAX1 inh-1 | ADAM10 inh | NPR1 activator | DAX1 inh-2 | sPLA2-III inh | hcDAF-12 act | GC-B act
Fc1ccc(Br)cc1/C=N/n1cnnc1 | -0.4 | 0.7 | 1 | 2.7 | 0.7 | 1 | 2 | -0.2 | 5 | -0.7 | -1
Nc1nc(SCc2ccccc2Cl)ns1 | -0.7 | -1.5 | 4 | 3.6 | 0.1 | 13 | 2 | 2.4 | 5 | 0.5 | -3
NS(=O)(=O)c1cccc(NC(=O)CSc2n[nH]c(-c3cccs3)n2)c1 | -1.5 | -0.2 | -1 | 0.8 | 1.5 | -13 | 0 | 3.2 | -2 | 0.7 | 1
CN(C)c1ccc(Nc2c3c4c(cccc4n(C)c2=O)C(=O)c2ccccc2-3)cc1 | -1.2 | 0.4 | -2 | 0.8 | -0.6 | 13 | -6 | -1.1 | -28 | -0.6 | 7
Cc1ccc(S(=O)(=O)N2C[C@H]3C(=O)C[C@@H](c4ccccc4)N(S(=O)(=O)c4ccccc4C)[C@H]3C[C@H]2c2ccccc2)cc1 | -0.1 | -0.5 | -4 | nt | -1.1 | 13 | -1 | nt | -11 | -1.5 | 4
Cc1cccc(-n2cnc3cc(C(=O)NCC4CCCO4)ccc32)c1 (centres undefined) | -1.6 | 0.4 | -2 | -3.0 | -3.2 | 0 | -1 | 0.1 | -8 | -1.6 | -4
CC(=O)Nc1cnc(/C=C\CCCO)cn1 | -1.0 | 5.5 | 0 | -1.3 | -0.5 | -406 | 0 | nt | 0 | 1.7 | -3
N#Cc1ccc(-c2nc3c(Cl)cc(C(F)(F)F)cn3c2Cc2ccccc2C(F)(F)F)cc1 | -0.1 | 0.5 | 0 | nt | 2.0 | -9 | -1 | nt | 0 | 0.7 | 3
CCc1cccc(C)c1NC(=O)CCCSc1nc2ccccc2s1 | -0.9 | 0.5 | -4 | -0.8 | -0.6 | 12 | 2 | 1.7 | -10 | -0.8 | 8
Cc1cc(NC(=O)c2cc(-c3ccccc3)on2)no1 | -1.5 | 2.1 | -1 | -0.2 | 0.2 | 2 | 9 | 0.8 | -1 | -0.2 | -7
CC(C)(N[C@@H](Cc1c[nH]c2ccccc12)C(=O)NCCc1c[nH]c2ccccc12)C(=O)NC1CCCCC1 | -1.5 | -3.7 | nt | nt | nt | 6 | -16 | nt | -99 | 3.1 | -15
COc1ccc(-c2cc(C(F)(F)F)nc(SCC(=O)NCc3cccs3)n2)cc1OC | -1.4 | -0.4 | 8 | 1.5 | -0.6 | -76 | -2 | -1.5 | -4 | -1.5 | -1
COc1ccc(-c2ccc3c(c2)C2CC3CCN2C(=O)C(C)(C)C)cc1 (centres undefined) | -1.1 | -0.9 | -1 | -0.6 | 0.1 | -3 | 6 | -0.4 | 9 | -1.8 | 3
NS(=O)(=O)c1ccc(CNS(=O)(=O)c2ccc3ccccc3c2)cc1 | 0.0 | -1.9 | -1 | 1.1 | -0.4 | 4 | -3 | -0.1 | -13 | -1.1 | -6
O=C(NCCN1CCOCC1)C1CCN(S(=O)(=O)N2CCCC2)CC1 | -1.4 | -0.4 | 6 | 1.4 | -0.2 | 6 | 3 | -0.1 | 4 | 0.5 | 6
Cc1ncc(COCc2ccccc2)c(CO)c1OCc1ccccc1 | -1.6 | 2.0 | -1 | 0.1 | -0.7 | 5 | 2 | 1.3 | -12 | -2.1 | -2
COc1ccc(N=C2C(=O)Nc3ccccc32)cc1 | -0.8 | 4.0 | -1 | -1.4 | 0.5 | -6 | -6 | 1.0 | 1 | -0.3 | -2
CC(=O)Nc1ccc(S(=O)(=O)NC(C(=O)O)C(C)C)cc1 (centres undefined) | -1.5 | -0.5 | -3 | 1.8 | 0.8 | -2 | 1 | 0.5 | 7 | -0.6 | -1
CC(C)N1C/C(=C/c2cccnc2)C(=O)/C(=C/c2cccnc2)C1 | -1.2 | -0.9 | 5 | -8.1 | 0.3 | 15 | 1 | -1.2 | 4 | -0.7 | 4
c1ccc(Cn2nc(-c3ccccc3)nc2-c2ccccc2)cc1 | 0.8 | 1.1 | 4 | 3.6 | -0.1 | 15 | -2 | 0.1 | -4 | 1.9 | 0
Cc1ccc(NC(=O)c2cc3ccccc3oc2=N)cc1 | 0.9* | 14* | 4 | 2.9 | 3.7* | -3 | -9 | 2.4 | 10 | 11* | 0
O=C(CNC(=O)c1cccc(Cl)c1)N/N=C/C=C/c1ccccc1 | -0.8 | 1.2 | -2 | -0.3 | -0.8 | -1 | 3 | 0.4 | -7 | -1.7 | -2
O=C(CCC(=O)Nc1ccc(F)cc1)N/N=C/c1cccs1 | -1.6 | 0.2 | 1 | -2.5 | 1.1 | 0 | 1 | 0.7 | 5 | -0.9 | -3
COc1cc(CN2CCC(CO)(Cc3cccc(C(F)(F)F)c3)CC2)ccc1F | -1.2 | -2.1 | -4 | -0.6 | 0.7 | 0 | -4 | -0.7 | -11 | -0.7 | -9
O=C(NCCCN1CCCC1=O)C1CCC(CNS(=O)(=O)c2ccc(Cl)cc2)CC1 (centres undefined) | -0.9 | 0.0 | -2 | 0.7 | -0.1 | 1 | 1 | 0.0 | 3 | -0.6 | 5
(next part)
SMILES | ssDAF12 agonist | hgDAF12 agonist | SMARCA2 act | GAA850 FXN act | DAX1 inh-1 | ADAM10 inh | NPR1 activator | DAX1 inh-2 | sPLA2-III inh | hcDAF-12 act | GC-B act
Cc1cc(OCCCCn2ccnc2)cc(C)c1Cl | -1.6 | 2.2 | -3 | -0.2 | 0.9 | 3 | 10 | 0.2 | -33 | -1.5 | -5
C[C@H]1CCC[C@@H](O)CC(=O)c2c(O)cc(O)cc2CC(=O)O1 | -1.3 | -9.2 | -4 | nt | -4.2 | 1 | 0 | nt | 0 | -1.3 | 4
Cc1ccc(NS(=O)(=O)c2ccc3c(c2)NC(=O)CCS3)c(C)c1 | -1.4 | -5.5 | -2 | -2.7 | -0.8 | -3 | -3 | -0.6 | -18 | -1.6 | 6
CN(CC(=O)NCC(=O)Nc1ccc(F)c(F)c1F)C1CCS(=O)(=O)C1 (centres undefined) | -0.6 | 1.2 | -2 | 2.1 | 0.9 | -11 | 3 | 0.2 | 8 | -0.6 | 2
O=C(CNC(=O)c1ccccc1F)NC1CC1 | 0.2 | 2.8 | 2 | -2.3 | 0.3 | -3 | 3 | 1.0 | 1 | 0.4 | 3
NS(=O)(=O)c1cccc(NC(=O)CSc2nnnn2-c2ccccc2)c1 | -1.2 | -1.8 | 0 | 0.9 | -0.1 | -5 | -7 | -0.3 | 0 | -1.6 | -12
Cc1onc(-c2ccccc2)c1-c1nnc(COC(=O)c2ccc(N(C)C)cc2)o1 | -0.8 | -2.1 | -4 | -0.4 | -5.5 | -12 | -3 | -0.6 | 3 | -2.7 | 0
COc1ccc(C(=O)OCCCN(C)C2CN(Cc3cn(Cc4ccccc4C(F)(F)F)nn3)S(=O)(=O)C2)cc1OC (centres undefined) | -1.9 | -3.1 | 1 | nt | -2.2 | 13 | 4 | nt | -16 | -2.1 | 1
Clc1cccc(-c2ccc3ncnc(NCc4cccnc4)c3c2)c1 | -1.4 | 2.2 | -1 | 2.1 | 0.1 | -19 | -5 | -0.4 | -6 | -1.6 | -6
Cc1ccc(S(=O)(=O)N2CCN(C(=O)c3ccc(-n4cncn4)c([N+](=O)[O-])c3)CC2)cc1 | 0.3 | 3.2 | -1 | -0.5 | -0.9 | 0 | -2 | -0.2 | -3 | -1.5 | -6
O=C(Nc1nc2ccccc2n1CCN1CCOCC1)c1ccc(COc2ccccc2Br)o1 | -1.6 | 1.8 | 0 | -0.5 | -0.5 | -15 | 7 | -1.0 | 0 | -1.9 | 4
CCCCOP(=O)(c1ccc(N(C)C)cc1)C(O)c1ccc(OC)c(OC)c1 (centres undefined) | -1.9 | -1.4 | -3 | 1.4 | -0.6 | -4 | 2 | -0.8 | 3 | -2.4 | 0
c1ccc(SC23CCCCN(CCC2)C32OCCO2)cc1 (centres undefined) | -0.7 | -1.7 | -5 | nt | 1.8 | -9 | 1 | nt | 4 | -2.3 | -3
CCCNC(=O)C1(C)CCCN(C(=O)c2cccc(C(F)(F)F)c2)C1 (centres undefined) | -0.9 | 1.6 | 0 | 0.1 | 0.4 | -4 | 3 | nt | -4 | 0.1 | 1
O=C(C[C@@H]1C/C=C\CCC(=O)OC[C@H](Cc2ccccc2)NC1=O)N[C@@H](CO)Cc1ccccc1 | -0.6 | -1.3 | -2 | -2.1 | -0.3 | -4 | 6 | 0.8 | 1 | -0.4 | 2
O=C(CCl)Nc1ccccc1C(=O)c1ccccc1 | -1.0 | -1.4 | 0 | -2.2 | -2.8 | 5 | -2 | -1.2 | 3 | 0.5 | 2
Cc1ccc(S(=O)(=O)N2C[C@H]3N(C(=O)OC(C)C)N(C(=O)OC(C)C)C[C@H](OC(=O)NC4CCCC4)[C@@]3(O)C2)cc1 | -1.8 | -2.2 | -2 | -8.5 | -0.2 | -4 | 1 | 0.4 | -16 | -1.2 | 2
N#C/C(=C1\C(=O)Nc2c(Cl)cc(Cl)cc21)c1nnc2n1CCCCC2 | -1.1 | 0.2 | -1 | 1.5 | -0.5 | -31 | 2 | 0.8 | 6 | 0.7 | 5
Cc1ccccc1CNC(=O)C(=O)NCCC1CCCCN1S(=O)(=O)c1cccs1 (centres undefined) | -0.3 | -1.9 | -2 | -1.7 | -2.8 | 4 | 3 | -0.1 | -4 | -2.2 | -3
COC(=O)C1=C(N)Oc2cc(N(C)C)ccc2C1c1ccccc1OC (centres undefined) | -0.6 | 1.3 | 1 | -5.3 | -0.1 | 2 | -12 | -0.1 | -11 | -0.8 | -9
CCOC(=O)c1ccc(NC(=O)c2cc(S(=O)(=O)N3CCOCC3)cn2C)cc1 | -1.2 | 0.2 | -2 | -1.2 | -0.3 | 2 | -3 | 0.0 | -4 | -1.5 | -3

Reformatted as comma-separated lines: entries from further up.
canonical_smiles,ssDAF12 agonist,hgDAF12 agonist,SMARCA2 act,GAA850 FXN act,DAX1 inh-1,ADAM10 inh,NPR1 activator,DAX1 inh-2,sPLA2-III inh,hcDAF-12 act,GC-B act
CCCCOP(=O)(c1ccc(N(C)C)cc1)C(O)c1ccc(OC)c(OC)c1 (centres undefined),-1.9,-1.4,-3,1.4,-0.6,-4,2,-0.8,3,-2.4,0
c1ccc(SC23CCCCN(CCC2)C32OCCO2)cc1 (centres undefined),-0.7,-1.7,-5,nt,1.8,-9,1,nt,4,-2.3,-3
CCCNC(=O)C1(C)CCCN(C(=O)c2cccc(C(F)(F)F)c2)C1 (centres undefined),-0.9,1.6,0,0.1,0.4,-4,3,nt,-4,0.1,1
O=C(C[C@@H]1C/C=C\CCC(=O)OC[C@H](Cc2ccccc2)NC1=O)N[C@@H](CO)Cc1ccccc1,-0.6,-1.3,-2,-2.1,-0.3,-4,6,0.8,1,-0.4,2
O=C(CCl)Nc1ccccc1C(=O)c1ccccc1,-1.0,-1.4,0,-2.2,-2.8,5,-2,-1.2,3,0.5,2
